Compound activity as filed in PubChem BioAssay.
HSF-1 act: HSF-1 activators, primary screen, NIH3T3-HGL cells, MG132 stress, luminescence, single point; activation, % at 9 µM; AID 504408, 2011; NIH3T3-HGL HSF-1 luciferase reporter, 8 h; 100% = twice DMSO control signal; actives 1.7% (n = 300,000);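 active = mean replicate activation of at least 50% with a set share of replicates each reaching 50%; inconclusive = only one of those two conditions met; inactive = mean below 50% and too few replicates reaching it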;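 also: 0% = median of the neutral control wells and 100% = twice that signal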
HSP90 refold inh: HSP90 inhibitors, primary screen, cell lysate, luminescence; actives 0.91% (n = 290,000); Rabbit reticulocyte lysate, luciferase refolding luminescence, 3 h; Heat shock protein HSP 90 (rabbit reticulocyte lysate; luciferase refolding); inhibition, % at 5.6 µM;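 active = inhibition above the screen-wide mean plus 3 SD, computed separately per campaign, cut at about 16% in these data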;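 also: 0% = DMSO wells and 100% = 60 µM geldanamycin wells; inhibitors lower the luminescence because luciferase stays unfolded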
KLF5 inhibitor: KLF5 expression inhibitors, primary screen, DLD-1 cells, luminescence; DLD-1 KLF5 promoter-luciferase reporter; inhibition, % at 5 µM; actives 0.23% (n = 290,000);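 active = inhibition above a per-plate limit of that plate's mean compound inhibition plus 3 SD, cut at about 60% in these data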;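 also: 0% = DMSO wells and 100% = LY294002 at 200 µM; higher means less KLF5 promoter-driven luciferase light; inactives centre near -14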
aSyn 5UTR inh: MLPCN primary screen, SNCA 5' untranslated region. AID 1813, 2009. alpha-synuclein 5'UTR reporter, inhibitor activity. actives 0.82% (n = 300,000). inhibition, % (tested at 7.5 µM); in the data active = inhibition above about 60%; inconclusive = no clear call, values can overlap the other calls;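 also: H4 neuroglioblastoma cells stably carrying SNCA 5'UTR luciferase fusion; 0% = DMSO wells and 100% = positive control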
SKKanGAS inh: S. pyogenes SKKanGAS growth inhibitors in kanamycin, primary screen, streptokinase expression inhibitor project, SKKanGAS strain, BacTiter-Glo luminescence; actives 1.3% (n = 300,000); AID 1662, 2009; inhibition, % at 7.5 µM; 6 h;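 active = mean replicate score, as percent of positive control median, at least 50; inconclusive = mean below 50 but one replicate at or above 50; inactive = mean and every replicate below 50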;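 also: strain carries kanamycin resistance gene driven by streptokinase promoter and grows in 40 µg/ml kanamycin; loss of luminescence reflects streptokinase promoter inhibition or plain growth inhibition; 0% = median of DMSO wells and 100% = positive control at its reference dose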
IEC-6 tox: cytotoxicity in IEC-6 intestinal epithelial cells, primary screen, cytotoxicity control for KLF5 inhibitor project, cell-based, luminescence | IEC-6 cytotoxicity, luminescence viability | inhibition, % at 5 µM | actives 0.78% (n = 290,000); in the data active = inhibition above about 22%;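 also: 0% = plate median of test compound wells and 100% = cytotoxic reference compound wells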
Platelet DG rel: inhibitors of platelet dense granule secretion, primary screen, cell-based, MLPCN, human platelets | inhibition, %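 (compounds screened at 7.5 µM in platelet-rich plasma)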 | AID 1663, 2009 | human platelet-rich plasma, SFLLRN dense granule ATP release, luminescence | actives 0.22% (n = 300,000);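 active = mean replicate score, as percent of positive control, at or above 50; inconclusive = mean below 50 but at least one replicate at or above 50; inactive = mean and every replicate below 50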
HSF1 inh: HSF1 inhibitors in luciferase reporter cells, primary screen, cell-based, NIH3T3, luminescence | AID 2098, 2009 | actives 0.77% (n = 300,000) | activity change, negative = inhibition, % at 7.5 µM (by protocol) | NIH3T3-HGL HSE-luciferase, MG132-induced, luminescence 8 h; active compounds read low;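 active = more than half of replicate wells show activity change below -50%, luminescence cut by over half; inconclusive = some wells, but at most half, below -50%; inactive = no replicate well below -50%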;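 also: luciferase reports HSF-1 transcriptional activity via heat shock element; 0% = median of DMSO wells and -100% = zero luminescence signal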
HIF act: HIF pathway transcriptional activators, primary screen, cell-based, U2OS HRE-luciferase, luminescence; actives 0.32% (n = 300,000); AID 1910, 2009; activation, % at 7.5 µM (by protocol); U2OS HRE-luciferase reporter; normalized: DMSO 0%, desferrioxamine 100%;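 active = mean activation of at least 10% of the iron chelator positive control signal, with at least half of replicates also reaching 10%; inconclusive = mean and replicate majority disagree about reaching 10%; inactive = mean and most replicates under 10%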
AI-2 QS modul: Vibrio harveyi AI-2 quorum sensing modulators, primary screen, JMH597 strain, luminescence/OD600 ratio. activity change, % at 7.5 µM. Vibrio harveyi JMH597 AI-2 luminescence/OD600 ratio, 9 h; active compounds read low; strain lacks LuxN and CqsS sensors; 0 = neutral-control median. actives 0.4% (n = 300,000); in the data active = activity change below about -75%, passing the limit was not always enough; inconclusive = no clear call, values can overlap the other calls;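 also: luminescence divided by OD600 gain over 9 h not by final OD600 alone; inactives centre near 13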
Numbers without * were called inactive; u = inconclusive; x = no result given.

SMILES	HSF-1 act	HSP90 refold inh	KLF5 inhibitor	aSyn 5UTR inh	SKKanGAS inh	IEC-6 tox	Platelet DG rel	HSF1 inh	HIF act	AI-2 QS modul
O=C(CNC(=O)c1ccc(S(=O)(=O)N2CCCCC2)cc1)N/N=C/c1ccco1	-28	0	10	11	3	4	2	-3	-0.8	-4
COc1ccc(/C=N/NC(=S)Nc2ccccc2)cc1COc1ccc(F)cc1F	1	8	-16	-9	7	1	-13	-8	-0.7	20
O=S(=O)(NC1CC2CCC1C2)c1ccc(Br)s1 (stereo not given)	6	1	-29	16	7	2	-2	-7	-0.4	25
Cc1ccc(NCc2nnc(SCc3ccc(C#N)cc3)n2Cc2ccco2)c(C)c1	5	1	-3	40	6	5	-2	3	-0.3	-2
COc1ccc(CCNc2nc(-c3cccc(NC(C)=O)c3)cs2)cc1OC	-4	1	-20	20	-14	2	5	3	0.2	15
O=C(CSc1nc2ccccc2o1)Nc1nc2ccccc2s1	24	2	-37	-56	32	6	-3	3	0.4	-3
CC(=O)N1CCC(C(=O)Nc2cc(C)cc(C)c2)CC1	38	0	-11	9	-2	-1	7	18	-0.4	-4
CCOC(=O)CC1C(=O)NCCN1S(=O)(=O)c1ccc(Cl)cc1Cl (stereo not given)	4	1	-6	4	2	-4	-3	4	-0.1	4
C/C(CC(=O)Nc1ccc2c(c1)OCCO2)=N\NC(=O)c1ccccc1F	30	4	-69	-19	-21	-7	6	-3	1.4	x
O=C(Cc1ccc([N+](=O)[O-])cc1)Nc1nccs1	11	0	2	1	7	6	10	-2	-0.1	x
COc1ccc(S(=O)(=O)N2CCOC23CCN(C(=O)c2c(F)cccc2Cl)CC3)cc1	3	-5	-32	0	-2	-5	3	-6	-0.1	23
CC(c1ccncn1)N(C)Cc1nc(-c2ccc(C(F)(F)F)cc2)no1 (stereo not given)	-11	-3	-11	-28	-13	-4	-3	-4	-0.3	2
Cc1cccc(C)c1OCC(=O)Nc1ncn[nH]1	24	1	-4	0	0	0	0	4	-0.5	19
CCOc1ccc(Oc2ccc(-c3nnc(-c4ccccc4)o3)cc2[N+](=O)[O-])cc1	22	0	-25	-34	-2	4	-26	-4	-42	-15
NCCCC[C@H](NC(=O)C1CCNCC1)c1nnc([C@@H](N)CO)o1	4	1	-12	4	5	-4	6	-1	-2.2	22
NNC(=O)[C@H]1C[C@@H]1c1ccccc1	0	1	9	11	-4	-1	-1	-4	-0.1	27
CC(C)(C)c1cccc(Cn2nnc3ccccc32)c1O	6	x	x	25	19	x	-1	8	-0.3	4
OC(c1nc2ccc(F)cc2[nH]1)C(O)c1nc2ccc(F)cc2[nH]1 (stereo not given)	10	-4	-22	5	2	0	-5	-3	-1.9	49
COc1ccc(N2CCN(CC(=O)Nc3cc(C)cc(C)c3)CC2)cc1	-6	-4	3	17	2	3	2	-3	0.1	4
CCCC(C)NC(=O)C1CC(=O)N(CCc2ccc(F)cc2)C1 (stereo not given)	-3	-1	-38	1	1	-1	8	-7	-1.2	8
COc1ccccc1-n1c(SCC(=O)NC(C)(C)C)nc(O)cc1=O	19	3	-18	-16	6	5	-5	0	0.0	0
Cc1ccc2c(c1)c1c(n2CC(O)CN2C(=O)CNC2=O)C(=O)CCC1 (stereo not given)	13	-2	-18	-25	4	0	0	-5	0.8	-13
CC(=O)c1c(N2CCN(C)CC2)nc(=S)n(-c2cc(C)ccc2C)c1C	10	1	-6	-10	-13	8	2	2	-0.3	7
CC(C)C[C@H](NC(=O)c1nc[nH]c1C(=O)N[C@@H](CCCCNC(=O)OC(C)(C)C)C(=O)OC(C)(C)C)C(=O)OC(C)(C)C	-6	x	x	52	40	x	0	-17	0.4	6
CCN(C(=O)COC(=O)CNC(=O)c1sc2ccccc2c1Cl)C1CCCCC1	-22	x	x	-6	4	x	-10	0	-0.4	5
COC(=O)C(C)Sc1nnc(-c2ccncc2)o1 (stereo not given)	-8	1	-24	10	6	4	5	-4	0.9	16
Cc1ccccc1C(=O)OC1CCCN(C)C1 (stereo not given)	-2	-2	-39	9	4	0	0	-1	-0.2	6
O=C(NC1CCCC1)C(c1ccccc1)N(Cc1ccc2c(c1)OCO2)C(=O)Cc1cccs1 (stereo not given)	15	-1	-33	9	-1	-3	0	9	-16	7
COc1ccc(N(C(=O)c2snc(C(N)=O)c2N)C(C(=O)NC2CCCC2)c2cc(OC)ccc2OC)cc1 (stereo not given)	2	3	-12	23	0	2	13	4	-0.5	11
COc1cc(O)c(C(CC(=O)N2CCCC(C)C2)c2cc(OC)c(OC)c(OC)c2)c(OC)c1 (stereo not given)	-9	x	x	25	-1	x	1	7	-0.3	7
COc1ccccc1C(=O)N/N=C(\C)CC(=O)Nc1ccc2c(c1)OCCO2	14	-6	-19	11	-2	-14	-13	3	0.0	21
O=C(Cn1nc(C(F)(F)F)c2c1CCCCC2)N1CCOCC1	21	2	-21	14	-7	5	-7	-5	-0.1	-6
CC(=O)NCCNC(=O)c1ccc(-n2c(C)ccc2C)cc1	5	10	-8	-28	0	-5	-1	0	-0.2	9
CCS(=O)(=O)N1CCC(C(=O)NCc2ccco2)CC1	0	-1	-12	-25	-8	-3	-5	-2	0.0	7
COc1ccc(NS(=O)(=O)c2cc(-c3cnc(C4CC4)o3)ccc2C)cc1	11	2	41	82*	-3	81*	-3	4	-0.6	8
C/C(=N\NC(=O)C(c1ccccc1)c1ccccc1)c1ccccn1	-10	5	13	80*	70*	-2	8	-2	0.1	-3
COc1ccc(-c2cn3c(C)c(C(=O)NC(C)(C)C)sc3n2)cc1	29	45*	-135	-229	-7	5	-4	16	4.3	6
NC(=O)c1nnsc1-c1ccc(-c2snnc2C(N)=O)cc1	3	2	-11	2	2	0	1	0	-2.1	13
Cc1nc2c(C)cccn2c(=O)c1NC(=O)COc1ccccc1	-6	x	x	-4	39	x	6	2	-0.4	242
Cn1nnc(NCc2cc(Br)ccc2OCc2cccs2)n1	9	0	-8	-15	1	-3	-7	2	0.3	-1

Of the compounds above, 2 have bromine:
SMILES	HSF-1 act	HSP90 refold inh	KLF5 inhibitor	aSyn 5UTR inh	SKKanGAS inh	IEC-6 tox	Platelet DG rel	HSF1 inh	HIF act	AI-2 QS modul
O=S(=O)(NC1CC2CCC1C2)c1ccc(Br)s1 (stereo not given)	6	1	-29	16	7	2	-2	-7	-0.4	25
Cn1nnc(NCc2cc(Br)ccc2OCc2cccs2)n1	9	0	-8	-15	1	-3	-7	2	0.3	-1

Following part.
SMILES	HSF-1 act	HSP90 refold inh	KLF5 inhibitor	aSyn 5UTR inh	SKKanGAS inh	IEC-6 tox	Platelet DG rel	HSF1 inh	HIF act	AI-2 QS modul
CCc1ccc(NC(=O)C(=O)N/N=C(\C)CC(=O)NCc2ccc(Cl)cc2)cc1	21	0	2	-25	-2	0	29	10	-1.0	33
CC(=O)c1ccc(NC(=O)C2CC(=O)N(Cc3ccccc3)C2)cc1 (stereo not given)	11	2	-50	-129	2	5	4	9	2.6	21
Cc1ccc(-c2nnc(-n3ncc(C#N)c3N)c3ccccc23)cc1C	8	2	-19	17	-1	-1	-1	6	0.1	39
CCCS(=O)(=O)N1CCC(C(=O)N2CCc3ccccc3C2)CC1	-11	1	-15	0	-4	4	10	-9	0.1	1
CC(C)Cc1nc2sc3c(c2c(=O)n1N)CC(C(C)C)OC3 (stereo not given)	-19	-1	-33	4	-5	-6	4	-3	-0.2	-11
O=C(CSc1nnc(Cn2cnc3ccccc32)o1)c1ccccc1	21	2	-17	5	0	2	1	5	0.1	25
CC(=O)Nc1ccc(S(=O)(=O)Nc2ccccc2C(=O)N2CCCC2)cc1	16	7	24	-14	-6	-6	-21	1	-0.6	12
COc1ccc(S(N)(=O)=O)cc1C(=O)NCCCN1CCN(c2ccccc2OC)CC1	3	-2	-6	10	3	0	2	-1	0.4	17
CC(=O)c1c(C)n(-c2ccccc2)c2ccc(OCC(N)=O)cc12	-5	-1	-8	21	-3	-4	-21	3	0.1	10
CCCCCCSc1ccc([C@H]2N[C@@](Cc3ccccc3)(C(=O)OC)[C@H]3C(=O)N(C)C(=O)[C@@H]23)cc1	2	x	x	21	19	x	-5	0	-0.2	21
O=C(Nc1cc2c3c(c1)CC(=O)N3CCC2)c1ccc(Br)cc1	16	x	x	-12	-3	x	-7	9	0.4	-1
CCOC(=O)CSc1nc2c(cnn2-c2ccc(Cl)cc2)c(=O)[nH]1	10	-1	10	9	10	4	3	2	-0.9	13
CC(C)OCCCNc1ncnc2c1[nH]c1ccccc12	-5	-3	-10	-178	-12	9	-3	4	0.3	24
COCCNC(=O)CCCCCn1c(=S)[nH]c2ccccc2c1=O	-9	-2	-17	-5	-4	1	4	-1	0.0	32
CC(Sc1nc2ccccc2[nH]1)C(=O)O (stereo not given)	5	4	-12	8	5	3	-2	-8	-0.2	0
Cc1ccc(C)c(NC(=O)CC2Oc3ccccc3NC2=O)c1 (stereo not given)	18	-6	-32	6	-4	-8	5	3	-1.0	9
CSC1CCCCC1(O)CSc1nc2c(cc1C#N)CCCC2 (stereo not given)	-51	2	-11	u	-4	-8	-2	-46	-1.8	24
COC(CNc1cc(=O)oc2ccccc12)OC	-18	5	17	-3	4	7	1	-3	-0.6	x
O=C1N=C(N2CCCCC2)S/C1=C\c1ccc(Cl)cc1	45	-5	-65	-150	-9	-5	6	21	-1.5	23
O=C(CSc1ccc(-c2ccco2)nn1)NCCc1ccccc1	-5	0	-13	-1	-3	-1	-5	0	0.1	15
CCNC(=O)CC1C(=O)N(c2ccccc2)C(=O)N1CCC(C)C (stereo not given)	8	-1	-8	-18	0	3	0	-3	0.5	18
COc1cccc(N2CCC(N3CCN(C)C(CCO)C3)CC2)c1 (stereo not given)	7	1	-30	5	-1	-4	5	-2	-20	8
Nc1cccnc1Sc1cccc(Cl)c1	4	0	-16	2	-12	-2	0	4	1.0	25
CSc1nnc(SCC2=NNC(=O)SC2)s1	-17	-2	-2	-31	-2	-2	1	7	0.1	19
COc1cc(CNC(C)(C)C)ccc1OCC(=O)NC(C)(C)C	-5	-1	-4	-3	-3	-9	0	0	-0.5	5
CCc1ccc(S(=O)(=O)NC(=S)Nc2ccccc2)cc1	-5	-1	-11	15	4	2	-2	6	0.8	15
O=C(C[n+]1ccccc1)N/N=C/c1cccs1	-3	1	-11	-47	-4	-3	1	-5	0.1	20
Cc1cc(C)nc(NC(=O)c2ccc(C)c([N+](=O)[O-])c2)n1	-81	-5	-29	7	-4	-7	-6	-72*	-0.1	20
